Screening data: PubChem BioAssay, several laboratories
Runt-CBFb FRET: blocks binding of human RUNX1 Runt domain to CBFb. Q01196+Q13951. Cerulean-Runt/Venus-CBFb FRET ratio 530/480, 1 h. inhibition, % at 20 µM. 220,000 tested, 0.46% active. AID 1496;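 active = inhibition over about 50% at 20 µM in the single-dose screen, limit read from the data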;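 note: 0% = DMSO wells and 100% = excess unlabeled CBFb competitor control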
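Schedule: protein complex preformed 1 h, compound exposure 1 h, room temperature, dark; test system: Cerulean-labeled Runt domain protein; amount: 100 nM per protein; buffer or medium: Tris 50 mM pH 7.5, KCl, K2SO4, 0.01% BSA; read-out: loss of energy transfer signal; detection: FRET fluorescence; controls: 5 µM unlabeled CBFb as full-inhibition high control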
p47phox inh: p47phox (human) inhibition; p47phox/p22phox peptide binding, fluorescence polarization, 2 h; P14598; 220,000 tested, 0.53% active; inhibition, % at 24.7 µM;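 active = inhibition above about 30%, limit read from the data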;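 note: 0% = p47phox with labelled peptide and 100% = labelled peptide alone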
Target sequence (P14598 whole entry, looked up): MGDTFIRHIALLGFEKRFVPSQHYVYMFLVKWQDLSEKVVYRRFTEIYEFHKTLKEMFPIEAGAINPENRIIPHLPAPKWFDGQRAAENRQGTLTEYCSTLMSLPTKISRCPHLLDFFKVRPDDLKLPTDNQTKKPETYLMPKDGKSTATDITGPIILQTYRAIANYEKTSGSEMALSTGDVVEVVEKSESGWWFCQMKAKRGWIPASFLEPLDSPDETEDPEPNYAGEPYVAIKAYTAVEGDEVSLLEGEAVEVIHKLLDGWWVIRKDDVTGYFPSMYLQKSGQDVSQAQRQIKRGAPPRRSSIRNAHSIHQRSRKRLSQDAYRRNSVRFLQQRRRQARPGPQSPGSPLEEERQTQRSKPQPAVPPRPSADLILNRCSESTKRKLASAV
Hck Nef HTS: blocks Nef-activated human Hck kinase; Recombinant Hck-YEEI plus Nef, Z-Lyte FRET kinase assay; P08631; 220,000 tested, 0.68% active; AID 463187; inhibition, % at 20 µM;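 active = Hck-Nef kinase inhibition above about 50%, limit read from the data; inactive = inhibition below that limit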;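 note: 0% = DMSO with Hck plus Nef and 100% = Hck alone without Nef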
L929 necroptosis: L929 zVAD cell death inhibition. 220,000 tested, 0.38% active. L929 zVAD necroptosis rescue, ATP luminescence, 24 h; with zVAD 60 µM. viability rescue, % at 10 µM;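 active = activation, scaled between plate controls, above about 75%, limit read from the data; inactive = activation under that limit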;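 note: 0% = zVAD with DMSO and 100% = DMSO alone without zVAD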
TbHK1 inh: blocks Trypanosoma brucei hexokinase 1 activity. recombinant TbHK1, G6PDH-coupled NADH A340. inhibition, % at 10 µM. 220,000 tested, 0.11% active;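 active = inhibition of 50% or more in the single-dose primary screen; inactive = inhibition below 50%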
Runt-SMMHC FRET: inhibitors of human RUNX1 Runt domain binding to CBFb-SMMHC; Q01196+Q13951; Cerulean-Runt/Venus-CBFb-SMMHC FRET ratio 530/480, 1 h; inhibition, % at 20 µM; 220,000 tested, 0.74% active; AID 1434;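 active = mean inhibition across duplicate retests at 20 µM reaching about 50%, limit read from the data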;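 note: 0% = DMSO wells and 100% = wells with excess untagged CBFb-SMMHC; inhibitors lower the FRET ratio by blocking Runt binding to CBFb-SMMHC; some results filed as inactive read as strong as hits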
EBV gp42 block: EBV gp42 inhibition; Q1HVG2; Fluorescence polarization binding assay, mP read-out; inhibition, % (tested at 21.74 µM); 220,000 tested, 0.42% active; in the data active = inhibition above about 50%
Target sequence (Q1HVG2 whole entry, looked up): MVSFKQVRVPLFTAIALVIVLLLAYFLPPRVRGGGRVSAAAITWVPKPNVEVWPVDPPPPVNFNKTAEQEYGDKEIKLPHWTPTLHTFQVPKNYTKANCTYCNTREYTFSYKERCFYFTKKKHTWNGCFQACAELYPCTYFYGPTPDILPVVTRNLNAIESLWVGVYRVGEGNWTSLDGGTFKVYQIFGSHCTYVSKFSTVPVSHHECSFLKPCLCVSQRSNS
14-3-3 Bad inh: disrupts binding of bovine 14-3-3 zeta to phospho-Bad peptide; 220,000 tested, 0.71% active; TR-FRET 14-3-3zeta/Dy647-pBad peptide displacement, 1 h; inhibition, % at 21.7 µM; P63103;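 active = inhibition above about 70%, limit read from the data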;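 note: 0% = full 14-3-3 plus peptide FRET controls and 100% = background without 14-3-3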
Target sequence (P63103 whole entry, looked up): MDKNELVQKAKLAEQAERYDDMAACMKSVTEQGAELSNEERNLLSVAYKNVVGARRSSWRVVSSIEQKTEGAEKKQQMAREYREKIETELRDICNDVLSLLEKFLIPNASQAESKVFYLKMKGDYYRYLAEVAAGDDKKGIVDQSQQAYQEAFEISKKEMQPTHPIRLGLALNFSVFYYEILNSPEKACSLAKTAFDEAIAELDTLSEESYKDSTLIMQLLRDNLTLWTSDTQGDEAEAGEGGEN
MDM2 E3 inh: blocks human Mdm2 ubiquitin ligase activity; signal enhancement, % at 5 µM; 210,000 tested, 0.11% active; Q00987; cell-based MDM2 ubiquitination luciferase reporter, 2 h; 0 = plate control, 100 = twice control, blank-subtracted; AID 1230;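 active = signal enhancement of 30% or more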;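 note: luminescence tracks abundance of the self-degrading MDM2-luciferase fusion protein; higher signal means inhibition of MDM2 E3 ligase activity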
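System: stable MDM2–luciferase fusion reporter cells / Input: 2000 cells seeded into each well / Schedule: 4 h settle plus 2 h compound, 37 °C / Compound: single-point 5 µM / Buffer or medium: cells held in DMEM / Benchmarks: control and blank well means / Evaluation: percent signal gain over controls, blank-subtracted / Measured by: luciferase luminescence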
The depositor's hits bear a star; x = no result given; [ ] = another dose, or the depositor's remark. Compounds were not picked by outcome; about 3.2% have a hit in one of these screens.

canonical_smiles	Runt-CBFb FRET	p47phox inh	Hck Nef HTS	L929 necroptosis	TbHK1 inh	Runt-SMMHC FRET	EBV gp42 block	14-3-3 Bad inh	MDM2 E3 inh
C=CCNc1nc(N2CCCCC2)c(C#N)c2c1CN(Cc1ccccc1)CC2	10	-18	1	3.9	1	0	-1	-6	-16
O=c1nc2s/c(=C\c3ccc(-c4ccccc4[N+](=O)[O-])o3)c(=O)n2nc1-c1ccccc1	27	-2	14	1.1	-7	4	176*	-12	-3
N#CC(c1ccccc1)N(CCCCl)C(=O)c1ccccc1 (stereo not given)	2	-2	2	-0.5	-5	-6	-18	-3	x
CC(NC(=O)Nn1cnnc1)(C(F)(F)F)C(F)(F)F	0	1	-20	0.2	4	-7	-9	4	-9
CCOc1ccc(NC(=O)CC2CC(C)(C)OC2=O)cc1 (stereo not given)	-2	-2	-3	3.3	3	-1	-16	-1[fluorescence artefact?]	-1
C=CCNC(=S)N/N=C(\C)c1ccc(OC)cc1	-2	-5	3	-0.1	-12	3	-4	-5	-5
O=C(c1ccccc1)N1CCN(c2ncnc3c2cnn3-c2ccccc2)CC1	x	-13	2	-0.5	-2	1	-14	-1	-5
COCCCNC(=O)Cn1cc2c(n1)CCC(C)C2 (stereo not given)	0	-10	1	3.5	2	-1	-2	-2[fluorescence artefact?]	-8
CC(=O)Nc1cccc(N2C(=O)CC(N3CCC(C(=O)N4CCCCC4)CC3)C2=O)c1 (stereo not given)	-1	-13	-23	0.2	-2	-4	-4	2	-8
CN1CCN(C(c2cc3cc4c(cc3[nH]c2=O)OCCO4)c2nnnn2C2CCCC2)CC1 (stereo not given)	1	-5	13	-1.2	-16	1	-10	8	-17
Cc1cc2ncc(-c3cccc(Cl)c3)cn2n1	2	-9	25	17	-2	1	-11	-18	-2
O=C(Nc1nc2c(s1)CCCC2)c1cccc(S(=O)(=O)N2CCCc3ccccc32)c1	-1	-33	0	0.1	-8	3	-41	-15	-8
CCOc1ccc2[nH]c(=O)c(C(c3nnnn3C3CCCCC3)N3CCN(CC)CC3)cc2c1 (stereo not given)	-10	-2	0	0.1	-16	-18	2	-9	-8
COC(=O)c1cc2c(ccn2-c2ccc(F)cc2)n1CC(C)C	x	0	1	0.6	5	-1	-12	-10[fluorescence artefact?]	-8
CCC(C)(C)NC(=O)C(c1ccc(F)cc1)N(Cc1ccco1)C(=O)c1snc(C(N)=O)c1N (stereo not given)	-7	-20	1	0.0	-4	-4	-1	-16	2
C/C(=N\NC(=O)C(=O)Nc1cccc(Cl)c1C)c1ccncc1	-2	-5	3	0.1	25	2	-7	-11	7
COc1ccc(S(=O)(=O)N2CCOCC2)c(Cl)c1Cl	1	-4	-19	-0.3	1	-5	-2	-4	-13
COC(=O)CNC(=O)Cn1cnc2sc(C)c(S(=O)(=O)N3CCC(C)CC3)c2c1=O	-1	-7	0	-0.2	-2	2	-8	-11	-8
O=C1NCCCC1C(=O)N/N=C/c1ccc([N+](=O)[O-])cc1 (stereo not given)	1	-10	14	0.3	-54	0	-12	-1	-13
Cc1cc(=O)oc(C)c1C(=O)N1CCN(c2ccc(F)cc2)CC1	-2	3	2	-0.1	-2	0	-6	4	-10
CN(C)/C=C/C(=O)C(F)(F)F	-1	-3	20	1.2	-2	-5	-5	-19	-10
Cc1cc(C)n2nc(SCCOc3ccc(F)cc3)nc2n1	-2	-11	7	0.7	-2	-1	-3	-9	-9
Cc1occc(=O)c1OCc1c(F)cccc1Cl	1	-1	-13	0.1	0	-2	1	-4	-12
CC1=C(C)C(c2ccccc2)NC(=S)N1 (stereo not given)	-2	-4	8	0.7	0	-1	-17	-5	9
COc1cccc(NC(=O)COC(=O)c2ccc(F)cc2F)c1	-2	-13	4	-0.2	-4	-1	-18	-9	4

Additional results follow.
mol,Runt-CBFb FRET,p47phox inh,Hck Nef HTS,L929 necroptosis,TbHK1 inh,Runt-SMMHC FRET,EBV gp42 block,14-3-3 Bad inh,MDM2 E3 inh
CC(=O)Nc1nc(CC(C)C)cc2c1c(=O)oc1ccccc12,-1,-13,1,-0.1,-16,-5,-26,18[fluorescence artefact?],-5
Cc1nnc(NC(=O)CSc2nnc3scc(-c4ccc(C)c(C)c4)n23)s1,-6,-24,0,-0.2,4,3,-10,-2,-7
O=C(N[C@H](C(=O)O)c1ccccc1)C1CCC(Cn2nnc3ccccc3c2=O)CC1 (stereo not given in full),3,0,-1,0.0,-10,1,-15,-2,-11
Cc1oc(-c2ccccc2Cl)[n+]([O-])c1C,0,-17,-18,0.1,2,-4,-4,59[fluorescence artefact?],-2
CN1CCN(C(=O)CN(C)S(=O)(=O)c2ccc3ccccc3c2)CC1,x,1,11,-0.8,11,x,1,-1,-11
Cc1ccc(CN2CC(C(=O)O)CC2=O)cc1 (stereo not given),2,-7,-26,0.1,1,1,-3,-1,-11
O=C(CN1CCN(Cc2ccccc2)CC1)Nc1ccc(Cl)cn1,2,-16,5,1.7,-1,0,-8,-3,-7
CCOc1cc(-c2conc2N)cc(OCC)c1OCC,-6,-5,-8,x,1,0,-31,16,9
COc1cc(C(=O)Nc2sc3c(c2C#N)CCN(C(C)=O)C3)cc(OC)c1OC,29,0,20,4.4,-23,79*,-11,16[fluorescence artefact?],-19
Cc1[nH]c(=S)c(C#N)c(C)c1Cc1ccccc1,7,-11,-1,-0.8,-13,44,-10,-5,8
COC(=O)c1cccc(Nc2nc(-c3cccnc3)nc3ccccc23)c1,0,-25,14,13,-37,1,-11,8,-12
Cc1c(C(=O)c2cccc([N+](=O)[O-])c2)c2ccccn2c1CCC#N,-1,1,0,1.1,-5,2,-11,-4,16
CCc1cc2c(=O)c(-c3ccc4c(c3)OCCO4)coc2c(CN2CCCCC2C)c1O (stereo not given),-16,-2,21,0.5,-18,-2,-6,1,-6
CC1(C(=O)Nc2c(F)c(F)c(F)c(F)c2F)CC1(Br)Br (stereo not given),2,0,13,-0.3,-14,2,-14,4,7
COC(=O)c1ccc(N2CCN(S(=O)(=O)c3ccccc3)CC2)c([N+](=O)[O-])c1,-3,2,1,0.0,0,1,-17,24,-46
Cc1cc(C)n(-c2nc(SCCN(C)C)c3c4c(sc3n2)CCCC4)n1,2,-12,1,1.4,5,2,2,-1[fluorescence artefact?],-16
C/C(=N\NC(=O)c1ccc([N+](=O)[O-])cc1)c1cc2ccccc2oc1=O,0,-7,0,0.6,-14,4,-16,4[fluorescence artefact?],-13
COc1ccc2c(c1)CCc1c(C(=O)N3CC4(C)CC3CC(C)(C)C4)noc1-2 (stereo not given),0,-12,0,3.0,2,2,-7,-10,-16
CCOC(=O)/C(C#N)=C/c1cc(C)n(-c2ccc(C)cc2)c1C,-3,-9,1,-0.8,3,2,6,-7,-4
O=C(NCCNc1cc(Cl)ccc1[N+](=O)[O-])c1ccco1,-1,-7,-1,-0.4,-7,-1,0,4,-6
COc1ccc(C(c2nnnn2C2CCCC2)N2CCN(c3ccccc3)CC2)cc1 (stereo not given),-1,-9,-13,0.1,1,-4,-7,-1,7
O=C(OCCN1C(=O)c2ccccc2C1=O)c1cc(S(=O)(=O)N2CCOCC2)ccc1Cl,-1,6,1,0.4,-5,0,-6,10,-2
COC(=O)NNC(=O)c1ccc(C)c(Br)c1,-3,-10,2,0.6,3,-1,-1,-3,-1
CCOC(=O)N1CCN(S(=O)(=O)c2ccc(Br)s2)CC1,2,-12,0,0.5,-1,4,-11,5,-4
CCOC(=O)C1CCN(C(=O)CSc2cc(=O)n(C)c3ccccc23)CC1,1,-10,-1,-0.6,-17,0,-67,1,6
O=C(CCl)Nc1cc(-c2ccccc2)nn1-c1ccccc1,1,6,2,33,-3,-3,0,5[fluorescence artefact?],-6
CC1(c2nnc(-c3ccc(F)cc3)o2)CC(c2ccc(Cl)cc2)=NO1 (stereo not given),1,-17,25,0.2,-12,3,-13,0,16
CCC(C)C(=O)OCC1(c2ccc(C)cc2OC(=O)C(C)C)CO1 (stereo not given),-1,7,18,1.9,-8,-4,-23,8,-32
CC1CCN(C(=S)NC(=O)C2CCCCC2)CC1,-2,-12,0,-0.1,-2,0,-4,28,-10
N#CC(C#N)=Cc1ccc(-c2ccc(S(=O)(=O)N=C(N)N)cc2)o1,17,-2,5,2.0,-13,29,10,-5,-2
CCN1C(=O)C(O)(CC(=O)c2ccc(-n3cccc3)cc2)c2ccccc21 (stereo not given),-1,-12,-3,4.8,-3,-1,-16,2,-7

As entered above:
CCN1C(=O)C(O)(CC(=O)c2ccc(-n3cccc3)cc2)c2ccccc21 (stereo not given) in Runt-CBFb FRET shows -1
CC1(c2nnc(-c3ccc(F)cc3)o2)CC(c2ccc(Cl)cc2)=NO1 (stereo not given) in TbHK1 inh shows -12

Record cards, as listed above. Screens in order: Runt-CBFb FRET	p47phox inh	Hck Nef HTS	L929 necroptosis	TbHK1 inh	Runt-SMMHC FRET	EBV gp42 block	14-3-3 Bad inh	MDM2 E3 inh
Cc1occc(=O)c1OCc1c(F)cccc1Cl across the screens: 1	-1	-13	0.1	0	-2	1	-4	-12
CCOc1ccc(NC(=O)CC2CC(C)(C)OC2=O)cc1 (stereo not given) across the screens: -2	-2	-3	3.3	3	-1	-16	-1[fluorescence artefact?]	-1
COc1ccc2c(c1)CCc1c(C(=O)N3CC4(C)CC3CC(C)(C)C4)noc1-2 (stereo not given) across the screens: 0	-12	0	3.0	2	2	-7	-10	-16
O=C(OCCN1C(=O)c2ccccc2C1=O)c1cc(S(=O)(=O)N2CCOCC2)ccc1Cl across the screens: -1	6	1	0.4	-5	0	-6	10	-2
C/C(=N\NC(=O)C(=O)Nc1cccc(Cl)c1C)c1ccncc1 across the screens: -2	-5	3	0.1	25	2	-7	-11	7

2 records picked at random from those above, as already listed:
mol,Runt-CBFb FRET,p47phox inh,Hck Nef HTS,L929 necroptosis,TbHK1 inh,Runt-SMMHC FRET,EBV gp42 block,14-3-3 Bad inh,MDM2 E3 inh
CC1CCN(C(=S)NC(=O)C2CCCCC2)CC1,-2,-12,0,-0.1,-2,0,-4,28,-10
CC1(c2nnc(-c3ccc(F)cc3)o2)CC(c2ccc(Cl)cc2)=NO1 (stereo not given),1,-17,25,0.2,-12,3,-13,0,16
